# High-throughput results from PubChem BioAssay.
# Polio RdRp inh – inhibitors of poliovirus RNA polymerase binding and polymerization | P03300 | % elongation, % (compound at 16.7 µg/mL) | AID 588519 | poliovirus polymerase elongation, fluorescence polarization; hits give low values | 0.66% of 150,000 active; in the data active means % elongation below about 90%; further: some results filed as inactive read as strong as hits
# Target sequence (P03300 1749-2209 limits assumed): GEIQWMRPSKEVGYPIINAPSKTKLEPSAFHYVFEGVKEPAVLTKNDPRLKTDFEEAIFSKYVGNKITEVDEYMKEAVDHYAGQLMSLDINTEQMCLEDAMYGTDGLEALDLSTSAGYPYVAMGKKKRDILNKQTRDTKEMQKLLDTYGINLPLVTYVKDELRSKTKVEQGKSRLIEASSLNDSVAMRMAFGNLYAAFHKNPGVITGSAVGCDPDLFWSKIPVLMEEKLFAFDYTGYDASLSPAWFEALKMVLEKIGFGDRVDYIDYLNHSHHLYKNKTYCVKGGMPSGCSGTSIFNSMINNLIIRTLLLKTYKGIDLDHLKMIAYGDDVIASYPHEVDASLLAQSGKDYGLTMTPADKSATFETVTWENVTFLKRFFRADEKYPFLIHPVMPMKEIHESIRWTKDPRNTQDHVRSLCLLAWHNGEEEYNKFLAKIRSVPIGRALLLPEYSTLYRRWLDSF
# Polio RdRp inh FP z-score – further read-out of Polio RdRp inh, marked with its call; z-score; measured here: FP z-score; hits read low
# Numbers without * were called inactive; & = joins results of further samples. Some of the compounds tested (hit frequency here may not be typical).
molecule,Polio RdRp inh,Polio RdRp inh FP z-score
O=C(NC1CCCCC1)NC1CCN(Cc2nnnn2Cc2ccco2)CC1,100.0,-0.3
CCOC(=O)N1CCC(NC(=O)c2cc3c(s2)CS(=O)(=O)C3)CC1,99.0,-1.5
Cc1ccc(F)cc1S(=O)(=O)N1CCC(c2nc3ccccc3s2)CC1,107.0,0
CCC(O)(CC)C12CC3CC(CC(C3)C1)C2,100.0,-0.2
CC(C)(C)OC(=O)N1CCC[C@H]1C(=O)Nc1ccc(C#N)cc1,107.0,1.1
CC(=O)Nc1ccc(NC2CCCCC2NS(=O)(=O)c2ccc(Cl)cc2)cc1 (configuration not stated),100.0,-0.9
Cc1ccc(S(=O)(=O)N2CCCc3cc(NC(=O)c4ccc(F)c(F)c4)ccc32)cc1,108.0,0.3
COc1ccc(NC(=O)c2ccc(C)o2)cc1Cl,103.0,0.4
O=C(Cn1ncc2c(=O)oc3ccccc3c21)NCCc1ccsc1,99.0,-1.1
CCc1ccc(CNCc2c(C(=O)O)n(Cc3cccc(F)c3)c3cc(OC)ccc23)cc1,112.0,0.9
CCCCn1c(SCC(=O)c2ccc(OC)cc2OC)nc2cc(S(N)(=O)=O)ccc21,100.0,-0.4
CCNC(=O)c1sc(-c2ccccc2)nc1C,106.0,0.3
COc1ccc(C(CNC(=S)NCc2ccco2)N2CCCCC2)cc1 (configuration not stated),99.0,-0.5
C/C(N)=C(/C#N)C(=O)CSc1nc2ccccc2c(=O)[nH]1,101.0,0
Cn1ncc2c(=O)n(CC(=O)c3ccccc3)cnc21,104.0,0.7
CN(C(=O)/C=C/c1ccco1)c1c(N)n(Cc2ccccc2)c(=O)[nH]c1=O,102.0,-0.1
CCc1ccc(NC(=O)COc2ncnc3ccccc23)cc1,104.0,1.5
CCOc1ccccc1N=C1SC(CC(=O)Nc2ccccc2)C(=O)N1Cc1ccco1 (configuration not stated),100.0,0
CN1/C(=C\C(=O)COC(=O)CCN2C(=O)C3CC=CCC3C2=O)C(C)(C)c2ccccc21 (configuration not stated),121.0,2.8
COCCOc1ccc(C(F)(F)F)cc1NCC(=O)Nc1cccnc1Cl,106.0,0.5
Cc1cc(C)c(S(=O)(=O)NCCS(=O)(=O)N2CCN(c3ccccc3)CC2)c(C)c1,109.0,0.5
CCOc1ncccc1C(=O)NC(C)CCc1ccccc1 (configuration not stated),101.0,-0.2
Cc1ccc2c(COC(=O)c3ccc(-n4cnnn4)cc3)cc(=O)oc2c1,97.0,-0.9
Cc1ccc(S(=O)(=O)c2nc(-c3ccco3)oc2SCC(C)C)cc1,106.0,0.4
CC(=C(C#N)C#N)c1ccccc1,103.0,0.6
Cc1ccc(NC(=O)CSc2nc(=O)n(CCCN(C)C)c3c2CCC3)cc1F,98.0,-2.3
COc1cc2c(cc1OC)C(c1ccccc1F)OC(=O)C2 (configuration not stated),101.0,-0.2
C=CCNC(=O)C1CC(=O)N(c2ccc(OCC(=O)Nc3ccc(F)cc3)cc2)C1 (configuration not stated),98.0,-0.6
O/N=C/c1ccnc(SCc2ccc(Cl)cc2)n1,102.0,-0.5
CCOC(=O)CSc1nnc(CNC(=O)c2cccs2)n1-c1ccccc1,102.0,0.2
C[N+](C)(C)Cc1ccccc1,105.0,0.9
O=C(Nc1nccs1)C1CC2CCC1C2 (configuration not stated),102.0,0.2
COc1cc(OC)c(NC(=O)CN2CCCN(Cc3ccccc3C)S2(=O)=O)cc1Cl,102.0,-1
Cc1nc2ccc3c(c2s1)CCCC3,100.0,0
CCCCNC(=O)c1sc2ncccc2c1-n1cccc1,111.0,1.1
COc1cc(NC(=O)C(NC(=O)C2CCC(C)CC2)C(C)C)cc(OC)c1OC (configuration not stated),105.0,0
CCN(C(=O)NCc1noc2ccccc12)c1ccccc1,103.0,0.5
CCOC(=O)c1noc(C)c1-c1csc(Nc2cc(C(F)(F)F)cc(C(F)(F)F)c2)n1,102.0,0.1
CC1=NN(c2cc(C)nc(-c3ccccc3O)n2)C(=O)C1,100.0,0.1
O=C(NCC(c1ccc2c(c1)OCO2)N1CCN(c2ccccc2)CC1)c1ccc(F)c(F)c1 (configuration not stated),109.0,0.4
O=C(Cn1cc(SCc2ccc(C(F)(F)F)cc2)c2ccccc21)N1CCCCCC1,115.0,0.1
CCn1c(SCC(=O)OCC(=O)N2c3ccccc3Sc3ccccc32)nnc1-c1ccco1,98.0,-0.4
CC(C)(C)n1cnc2cc(NCc3ccccc3Cl)ccc21,103.0,-0.1
O=C(CNCCC1=CCCCC1)Nc1ccc2[nH]c(=O)[nH]c2c1,100.0,-0.5
C=CCN(CC=C)Cc1cc(=O)n2c(-c3ccccc3)csc2n1,116.0,2.1
CC(C)C(=O)Nc1nnc(C2CC2)s1,101.0,-0.2
O=C1C2CCCN2C(c2ccccc2)N1c1ccc(Cl)cc1 (configuration not stated),101.0,0.3
CCc1ccccc1NC(=O)C1(C)Cc2ccccc2C(=O)O1 (configuration not stated),105.0,-0.3

# Complete entries as entered above. Order of values: Polio RdRp inh | Polio RdRp inh FP z-score
# `O=C(CNCCC1=CCCCC1)Nc1ccc2[nH]c(=O)[nH]c2c1` across the screens: 100.0 | -0.5
# `O=C(Cn1cc(SCc2ccc(C(F)(F)F)cc2)c2ccccc21)N1CCCCCC1` across the screens: 115.0 | 0.1

# New compounds follow.
molecule,Polio RdRp inh,Polio RdRp inh FP z-score
FC(F)(F)c1nc(SCc2ccc(Cl)cc2)n[nH]1,104.0,0.1
COc1ccc2cc([C@H](C)C(=O)O)ccc2c1,99.0&102.0,-0.1&0.6
COC(=O)c1sccc1S(=O)(=O)N(CC(=O)Nc1ccc(C)cc1)c1ccccc1,114.0,2.3
COc1cc2c(cc1OC)C(COc1ccc(F)cc1)N(C(=O)c1cccc(F)c1)CC2 (configuration not stated),108.0,0.2
CCCOC(=O)Nc1ccc(Cl)cc1C(=O)c1ccccc1,102.0,0
COc1cc(OCc2ccccc2)ccc1CN1CCC(C(=O)c2ccc(F)cc2)CC1,107.0,1
COc1cccc(CNCCSc2nnnn2-c2ccccc2)c1OC,111.0,0.9
Cc1[nH]nc2c1C1=C(C(=O)CCC1)C(c1ccc(N(C)C)cc1)N2 (configuration not stated),104.0,-0.1
FC(F)(F)c1cc(-c2cccs2)nc2nc(N3CCOCC3)sc12,100.0,-0.1
O=C(CN1C(=O)COc2ccc(S(=O)(=O)NC3CCCC3)cc21)NCc1ccc(Cl)cc1,108.0,0.5
COC(=O)CCn1c(C)cc(C(=O)CSc2cccc[n+]2[O-])c1C,99.0,-0.5
CC1(C)C(=O)C2(C(=O)N3CCOCC3)CCC1C2 (configuration not stated),102.0,-0.3
COc1ccc(C(=O)O)cc1S(=O)(=O)N(C)CCc1ccccn1,104.0,0.2
C/C(=N\N=C(/C)c1cccs1)c1cccs1,99.0,-0.3
CCC(C)NC(=O)c1nn(Cc2ccccc2)c(=O)c2ccccc12 (configuration not stated),105.0,0.4
CC1(C)C(c2ccc(F)cc2)=[N+]([O-])C(C)(C)C(c2ccc(F)cc2)=[N+]1[O-],103.0,0.1
N#CC(C#N)=C1C=C2C=C(N3CCCCC3)CCC2CC1 (configuration not stated),44.0,-6.3
COc1ccc(C(C)NC=O)cc1OC (configuration not stated),100.0,0.1
COc1ccc(CN=C(C)c2c(O)c3ccccc3n(C)c2=O)cc1,104.0,0
CC(C)NC(=O)N1CCC(N2CCN(Cc3ccc(F)cc3)C(=O)C2=O)CC1,108.0,0.5
CSC1=NSC2=NC(=O)/C(=C\c3ccc(-c4ccccc4)o3)C(=N)N12,93.0,-1.1
CC(C(=O)NC1CCCCCC1)n1c(=O)c2cccn2c2cccnc21 (configuration not stated),100.0,-0.9
CCCCC(=O)Nc1ccc(NCc2ccc(C)s2)cc1,105.0,1.1
Cc1ccc(CNC(=O)c2ccccc2N)cc1,100.0,-0.4
c1ccc(-c2nn(-c3ccccc3)[n+](-c3nnn[n-]3)n2)cc1,97.0,-1.3
CCOc1cccc(C2c3c(oc4cc(C)c(C)cc4c3=O)C(=O)N2c2nc(C)c(C)s2)c1 (configuration not stated),105.0,0
CCCn1c(SCC(O)c2cccc(OC)c2)nc2ccccc21 (configuration not stated),112.0,1.4
Cc1ccccc1-c1nc(CN2CCC(C(=O)NC(C)C)CC2)c(C)o1,108.0,0.4
O=C(O)/C=C/c1cccnc1,101.0,0.2
O=C(CSc1nnc(-c2ccc(Cl)cc2)o1)NC1CCSc2ccccc21 (configuration not stated),107.0,0.7
NC1=NC(=O)/C(=C\c2ccccc2OCc2ccccc2F)S1,106.0,0.3
c1ccc(-c2cn3nc(C4CCCCC4)sc3n2)cc1,102.0,-0.1
CNC(=S)N/N=C(\C)c1ccccc1OC,104.0,0.2
CC(COc1ccc(C(C)C)cc1)NS(=O)c1ccc2ccccc2c1 (configuration not stated),106.0,0.7
Cc1nc2cc(C(=O)OC(C)C(=O)N3CCOCC3)ccc2n1-c1ccccc1 (configuration not stated),105.0,0.4
Cc1ccc(N2CC(NC(=O)C3CC3)CC2=O)cc1C (configuration not stated),106.0,-0.2
CNC(=S)Nc1ccc(OC)c(OC)c1,100.0,-0.2
O=S(=O)(Cc1ccccc1)N1CCn2c(nc3ccccc32)C1,100.0,-1.1
CCC(=O)N/C=C/n1cnc2cc(C(F)(F)F)ccc21,102.0,0
O=C(O)c1ccccc1C(=O)NCC(O)c1ccccc1 (configuration not stated),100.0,-0.4

# A stretch taken from the entries so far, for reference:
molecule,Polio RdRp inh,Polio RdRp inh FP z-score
Cc1ccc(N2CC(NC(=O)C3CC3)CC2=O)cc1C (configuration not stated),106.0,-0.2
CNC(=S)Nc1ccc(OC)c(OC)c1,100.0,-0.2
O=S(=O)(Cc1ccccc1)N1CCn2c(nc3ccccc32)C1,100.0,-1.1
CCC(=O)N/C=C/n1cnc2cc(C(F)(F)F)ccc21,102.0,0
O=C(O)c1ccccc1C(=O)NCC(O)c1ccccc1 (configuration not stated),100.0,-0.4

# Next section
molecule,Polio RdRp inh,Polio RdRp inh FP z-score
Cc1ccc(CNC(=O)CSc2nc(=O)n(Cc3ccco3)c3c2CCC3)cc1,106.0,0
Cc1ccccc1Nc1cc(C(=O)NC2CCCCC2)c2ccccc2n1,111.0,0.5
O=S(=O)(c1ccc(-c2ccccc2)cc1)N1CCCC1,100.0,0
CCOC(=O)/C(=C\c1ccsc1)C1=Nn2c(nnc2-c2ccc(OC)cc2)SC1,101.0,-0.2
CC(=O)c1cccc(NC(=O)c2sc(-n3nc(C)c(Cc4ccccc4)c3C)nc2C)c1,105.0,0.2
C=CCc1ccccc1OCC(O)CN1CCNCC1 (configuration not stated),101.0,-0.3
O=C(Nc1nc2ccccc2s1)C1CC1,104.0,0.2
COc1ccc(Br)cc1CN1CCN(C(=O)c2cccc(OC)c2OC)CC1,103.0,0.3
CC1Cc2cc(S(N)(=O)=O)ccc2N1Cc1cc(Cl)cc2c1OCOC2 (configuration not stated),105.0,0.3
Cc1cc(=O)[nH]c2nnc(SCc3ccc(C(F)(F)F)cc3)n12,101.0,-1.4
CCCc1ccc(OCC(=O)Nc2sc3c(c2C(=O)OC)CCCCC3)cc1,85.0*,-3.3*
CC(C)N(C(=O)NC(=O)c1ccc(F)cc1F)C(C)C,104.0,0.1
CN1CCc2nc(NC(=O)c3ccc(S(=O)(=O)N(C)C)cc3)sc2C1,96.0,-0.6
COCc1ccc(C(=O)NCc2ccncc2)cc1,101.0,-0.2
C=CCNS(=O)(=O)c1ccccc1,97.0,-1
CCC(C)NC(=O)c1sc2nc(C)c(C(=O)Nc3ccc(C)cc3C)c(-c3ccc(Cl)cc3)c2c1N (configuration not stated),109.0,1.2
COc1cc2c(NC(C)=O)c(CN(C)C)oc2c(Cl)c1Cl,110.0,0.8
Oc1cccc(-c2nc(=S)c3c([nH]2)Oc2ccccc2C3)c1,102.0,0.2
CC1CCC(C(C)C)C(OCC(O)CN2CCc3ccccc3C2)C1 (configuration not stated),99.0,-0.6
CSc1ccc(/C=C2\SC(=O)N(CCNC(=O)CSCc3c(C)noc3C)C2=O)cc1,104.0,0.3
CN(C)CCNc1nc(-c2noc(NCCN(C)C)n2)no1,106.0,0.3
O=C(Nc1ccc(F)c(F)c1)C1CCCN(S(=O)(=O)c2cccc3nonc23)C1 (configuration not stated),107.0,0.4
CC12CCCCC1N(CC(N)=O)c1ccccc12 (configuration not stated),107.0,0.5
CCOC(=O)C1CCCN(C(=O)c2ccc3c(c2)N(Cc2ccc(Cl)cc2)C(=O)c2ccccc2S3=O)C1 (configuration not stated),107.0,0.2
C#CCOc1cccc(C=Nn2cnnc2)c1,104.0,0.8
O=c1c2c(-c3cccs3)csc2ncn1-c1ccccc1,104.0,0
Cc1cc(CNS(=O)(=O)c2ccc(N3CCOCC3)nc2)c(C(F)(F)F)o1,102.0,0.1
Cc1ccc(NC(=O)Nc2nnc(SCC(=O)Nc3ccc(F)cc3F)s2)cc1,110.0,0.9
Cc1onc(C(C)C)c1C(=O)O,104.0,0.5

# Arranged by SMILES length (rising): 3 of the compounds above
molecule,Polio RdRp inh,Polio RdRp inh FP z-score
C#CCOc1cccc(C=Nn2cnnc2)c1,104.0,0.8
Cc1ccc(NC(=O)Nc2nnc(SCC(=O)Nc3ccc(F)cc3F)s2)cc1,110.0,0.9
Cc1cc(CNS(=O)(=O)c2ccc(N3CCOCC3)nc2)c(C(F)(F)F)o1,102.0,0.1
